Screening data as filed in PubChem BioAssay.
m5-HT2A agonist – activates the mouse 5-HT2A serotonin receptor; 0.66% of 360,000 active; CHO-K1 mHTR2A beta-arrestin complementation, luminescence; percent of 30 µM serotonin response; activation, % at 7.6 µM; P35363;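 active means activation above a run cutoff, the mean activation of all tested compounds plus 3 SD, cut at about 14% in these data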;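 further: 0% = plate median of compound wells and 100% = 30 µM serotonin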
Target sequence (P35363 whole entry, looked up): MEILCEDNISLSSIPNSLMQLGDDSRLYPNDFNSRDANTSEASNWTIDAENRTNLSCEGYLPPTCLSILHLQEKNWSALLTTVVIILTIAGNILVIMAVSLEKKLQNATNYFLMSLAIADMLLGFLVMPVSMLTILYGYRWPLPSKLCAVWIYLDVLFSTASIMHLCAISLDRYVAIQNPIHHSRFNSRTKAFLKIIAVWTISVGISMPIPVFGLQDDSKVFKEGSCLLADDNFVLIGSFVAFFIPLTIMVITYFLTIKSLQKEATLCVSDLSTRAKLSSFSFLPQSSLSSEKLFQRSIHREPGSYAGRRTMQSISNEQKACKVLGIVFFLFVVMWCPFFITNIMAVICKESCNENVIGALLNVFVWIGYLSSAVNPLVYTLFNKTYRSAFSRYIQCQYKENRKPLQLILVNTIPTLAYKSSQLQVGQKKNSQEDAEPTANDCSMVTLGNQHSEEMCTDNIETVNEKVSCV
Vif inh – inhibitors of HIV Vif | 0.35% of 340,000 active | HEK293T cells, Vif self-association by quenched fluorescence, imaging, 24 h | inhibition, % at 7.49 µM | AID 602346; in the data active means inhibition above about 50%, passing the limit was not always enough; inconclusive means no clear call, values can overlap the other calls; inactive means below about 31%; further: some results filed as inactive read as strong as hits
PDI inh – PDI (human) enzyme inhibition | P07237 | PDI insulin aggregation turbidity, A650, 90 min | inhibition, % at 10 µM | 0.052% of 350,000 active;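 active means mean inhibition across replicates of 30% or more, whatever share of single replicates reach that level; inconclusive means mean inhibition below 30% while every single replicate reaches 30%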;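 further: absorbance from insulin aggregation driven by PDI reduction with DTT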
Target sequence (P07237 whole entry, looked up): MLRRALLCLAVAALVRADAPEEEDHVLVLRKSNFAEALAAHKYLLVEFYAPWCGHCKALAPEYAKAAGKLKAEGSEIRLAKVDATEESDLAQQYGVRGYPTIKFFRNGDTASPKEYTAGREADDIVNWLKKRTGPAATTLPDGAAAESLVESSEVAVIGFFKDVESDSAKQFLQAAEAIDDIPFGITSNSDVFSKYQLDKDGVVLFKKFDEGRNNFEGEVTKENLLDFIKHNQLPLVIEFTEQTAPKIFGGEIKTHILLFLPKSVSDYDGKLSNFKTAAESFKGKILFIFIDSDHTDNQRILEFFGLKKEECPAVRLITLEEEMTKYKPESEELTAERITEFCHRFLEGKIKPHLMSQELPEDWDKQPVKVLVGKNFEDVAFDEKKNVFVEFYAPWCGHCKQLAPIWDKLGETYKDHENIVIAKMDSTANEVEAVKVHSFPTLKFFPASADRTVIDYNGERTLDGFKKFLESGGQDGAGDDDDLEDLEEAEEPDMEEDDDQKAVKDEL
Cardio protect – modulators protecting cardiomyocytes from myocardial damage. H9c2 cardiomyocytes, H2O2 injury protection, ATPLite, 2 h. protection from H2O2 cell death, % at 20 µM. 0.63% of 360,000 active;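 active means compounds giving at least 50% protection of heart cells from peroxide-induced death in the single-dose screen, raw or plate-pattern-corrected value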;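 further: 0% = DMSO wells with peroxide and 100% = DMSO wells without peroxide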
ABCB6 inh MLPCN – blocks the human ABCB6 transporter. Q9NP58. K562-ABCB6 porphyrin accumulation, flow cytometry, 1 h; hits give low values. fluorescence ratio to DMSO, % at 10 µM. 0.19% of 360,000 active. AID 602162;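 active means fluorescence ratio to DMSO below 75%, the collection mean minus 3 SD; inconclusive means too few cells collected in the well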;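 further: signal is porphyrin accumulated inside mitochondria; 100% equals median channel fluorescence of DMSO control wells; lower ratio means ABCB6 inhibition with less porphyrin fluorescence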
CaV13 ICDI inh – Disruptors of the CACNA1D IQ motif to Ca2+-dependent inactivation inhibitor domain association, primary screening, Förster resonance energy transfer in intact living …. HEK cells, CFP/YFP FRET ICDI-IQ, plate reader, 10 min; percent FRET-ratio fall versus neutral wells. inhibition, % at 12.3 µM. 0.098% of 340,000 active;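 active means mean replicate inhibition of at least 30% and at least 1% of replicates passing that level; inconclusive means only one of the two criteria is met; inactive means neither criterion is met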;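 further: 0% = median of the neutral control wells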
Glyco luc inh – N-linked glycosylation inhibition | D54 ERlucT glycosylation luciferase reporter, 24 h; percent of 100 nM tunicamycin response | reporter increase, % at 12.5 µM | 0.23% of 360,000 active;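 active means mean luciferase reporter signal, scaled so untreated is 0 and the glycosylation-blocking control 100, at or above a set limit in every replicate; inconclusive means mean reaches the limit but not every replicate does; inactive means mean below the limit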;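 further: luciferase carries N-glycosylation sites so blocking glycosylation raises the light; 0% = median of neutral control wells and 100% = median of 100 nM tunicamycin wells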
Exocytosis inh – lytic granule exocytosis inhibition | TALL-104 LAMP-1 surface exposure, flow cytometry; cells stimulated with thapsigargin and PMA | inhibition, % at 10 µM | 0.66% of 360,000 active;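 active means inhibition above about 55%, limit read from the data; inconclusive means no clear call, values can overlap the other calls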
iPSC survival up – increases survival of single human iPS cells; hiPSC single-cell survival, ATPlite luminescence; 100% = ROCK inhibitor wells, 0% = DMSO; 0.044% of 360,000 active; survival enhancement, % at 20 µM; in the data active means survival enhancement above about 18%;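 further: cells exposed to compounds for 16 hours before the ATP read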
aDG glyco up – alpha-DG glycosylation activation; Pro5-aDG cells, alpha-DG glycosylation AlphaScreen (IIH6); 0% Pro5, 100% B10-LARGE cell signal; 0.22% of 360,000 active; activation, % at 10 µM;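 active means activation of at least 8% versus controls, or a plate z-score of at least 8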;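 further: Pro5 are CHO cells carrying HIG-tagged alpha-DG that lacks glycosylation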
* hit, by the source's call; ? = inconclusive; . = not tested or not shown.

cpd	mol	m5-HT2A agonist	Vif inh	PDI inh	Cardio protect	ABCB6 inh MLPCN
1	CCC(c1nnc(SCC(=O)Nc2nnc(-c3ccccc3)o2)n1Cc1ccccc1)N(C)C (centres undefined)	-4	4	2	4	94
2	Cc1cccc(C(=O)N2CCCC(c3nc(-c4ccc(F)cc4)no3)C2)c1 (centres undefined)	-6	-5	1	-12	109
3	CC(=O)Nc1cccc(NC(=O)c2ccc([N+](=O)[O-])cc2Cl)c1	0	?	-1	-5	101
4	COc1ccc(OCCSc2nnc(-c3ccoc3C)n2C)cc1	5	0	-6	2	99
5	COc1cc(OC)c(C2CC(=O)N3CN(c4ccc(C)cc4)CSC3=C2C#N)cc1OC (centres undefined)	0	9	17	-1	98
6	CCOc1ccc(C2NC(=O)NC(C)=C2C(=O)OCc2ccccc2)cc1 (centres undefined)	-5	2	3	-3	95
7	CCOc1cccc(C(=O)NC(=S)NCc2cccnc2)c1	0	-1	2	-4	96
8	CCOC(=O)N1CCN(C(=S)NC(C)(C)C)CC1	3	1	-1	4	102

cpd	CaV13 ICDI inh	Glyco luc inh	Exocytosis inh	iPSC survival up	aDG glyco up
1	-5	-1	-4	-2.1	0.0
2	-4	-3	0	-0.4	0.1
3	-2	3	0	-0.7	0.0
4	-1	2	2	0.7	0.1
5	-5	1	2	-1.8	0.0
6	?	5	-17	0.4	0.1
7	-5	1	2	-2.6	0.2
8	-6	3	-1	-2.0	-0.2

Next section
cpd	mol	m5-HT2A agonist	Vif inh	PDI inh	Cardio protect	ABCB6 inh MLPCN
9	Cc1cccc(NC(=O)C2CCN(C(=O)N3CCOc4ccccc43)CC2)c1C	-8	0	.	5	103
10	Cc1ccccc1S(=O)(=O)Cc1ccc(C(=O)NCc2ccco2)o1	-4	-3	2	7	101
11	CC(=O)Nc1cccc(C(=O)/C=C/c2ccco2)c1	-5	-3	0	22	96
12	O=C(C[n+]1cc(-c2ccccc2)n2c1CCC2)N1c2ccccc2Sc2ccccc21	1	-3	9	-10	101
13	COc1cccc(/C=C(/C(=O)OCC(N)=O)c2ccccc2)c1	0	1	0	0	101
14	Cc1cccc(NC(=O)CNC(=O)c2sc3ccccc3c2Cl)n1	2	7	-4	4	101
15	Cn1c(=NC(=O)C2CC2)sc2cccc(F)c21	1	-7	.	-8	96
16	O=C1CC(N2CCC(O)CC2)C(=O)N1c1ccc(Br)cc1 (centres undefined)	1	-20	14	-9	86

cpd	CaV13 ICDI inh	Glyco luc inh	Exocytosis inh	iPSC survival up	aDG glyco up
9	-7	0	0	-0.7	0.1
10	-2	1	-5	-0.4	-0.1
11	-6	0	6	-0.6	0.1
12	-5	0	1	-1.6	-0.3
13	-1	-1	-1	1.1	0.3
14	-6	1	-2	0.2	0.7
15	-8	5	5	3.1	-0.1
16	-3	6	8	0.4	0.1

(more compounds)
cpd	mol	m5-HT2A agonist	Vif inh	PDI inh	Cardio protect	ABCB6 inh MLPCN
17	CCOc1ccccc1Oc1cn[nH]c1-c1ccc(O)cc1O	1	-11	-4	-13	94
18	Cc1c(C(=O)N2CC3(CC(c4cccc(NC(=O)CC(c5ccccc5)c5ccccc5)c4)=NO3)C[C@@H]2C(N)=O)cc([N+](=O)[O-])cc1[N+](=O)[O-] (some centres undefined)	0	-2	6	-4	96
19	COc1ccc(NC2=C(C)C(=O)CC2)cc1	0	21	-2	0	96
20	COc1ccc(OCc2ccc(-c3nc4ccccc4c(=O)n3N)o2)cc1	-5	-14	-12	8	87
21	Cc1ccccc1NC(=O)c1ccno1	13	5	16	2	97
22	c1ccc(CSc2snnc2-c2ccccc2)cc1	-7	-13	16	-11	97
23	C=CCN(C(=O)Nc1ccc2c(c1)nc(C)n2C)c1ccccc1	-4	4	-8	4	99
24	O=C(CN1c2cccc3cccc(c23)S1(=O)=O)Nc1ccc(F)c(F)c1F	-5	20	-5	9	97

cpd	CaV13 ICDI inh	Glyco luc inh	Exocytosis inh	iPSC survival up	aDG glyco up
17	-3	1	0	0.6	2.4
18	-11	0	-1	-0.1	-0.5
19	-2	32*	1	-1.4	-0.5
20	.	2	-4	6.3	0.0
21	-4	3	-10	-0.4	0.0
22	-4	-2	-4	-0.3	0.2
23	-5	0	2	-0.6	0.0
24	-5	-2	-2	4.3	0.2

(further entries)
cpd	mol	m5-HT2A agonist	Vif inh	PDI inh	Cardio protect	ABCB6 inh MLPCN
25	N#Cc1ccc(S(=O)(=O)N2CCCCC2c2cc(C(=O)Nc3cccc4c3CCCC4)no2)cc1 (centres undefined)	0	-24	4	1	88
26	O=C(Cc1ccc(Cl)cc1Cl)OCC(=O)N1CCN(C(=O)c2ccco2)CC1	-4	-7	3	3	98
27	O=C(N/N=C\c1ccccc1)c1cccc(C(=O)N/N=C\c2ccccc2)n1	5	4	-9	-1	98
28	O=C(NCC(F)(F)F)C1C(=O)Nc2ccccc2C(=O)N1Cc1ccccc1 (centres undefined)	5	.	.	.	.
29	Cc1onc(-c2ccccc2Cl)c1C(=O)Nc1ccc(S(=O)(=O)Nc2nccs2)cc1	-6	-1	-11	2	96
30	O=C(CSc1nc(C2CCCCC2)n(-c2ccccc2)n1)NCC(F)(F)F	6	8	8	3	94
31	CN(CCOc1ccccc1)C(=O)c1ccc(F)c(S(=O)(=O)N2CCOCC2)c1	-1	-5	-3	-4	100
32	C[C@@H]1CN([C@@H](C)CO)C(=O)CCCn2nncc2CO[C@H]1CN(C)S(C)(=O)=O	3	.	-1	0	102

cpd	CaV13 ICDI inh	Glyco luc inh	Exocytosis inh	iPSC survival up	aDG glyco up
25	-6	-5	-7	-0.3	0.1
26	-4	2	0	-2.6	-0.3
27	-4	0	6	-0.7	-0.1
28	-9	.	-11	.	0.0
29	-7	3	0	0.2	-0.2
30	-8	-4	1	-1.4	0.0
31	-4	2	5	0.6	-0.1
32	-8	1	2	-0.1	0.0

Additional records
cpd	mol	m5-HT2A agonist	Vif inh	PDI inh	Cardio protect	ABCB6 inh MLPCN
33	O=[N+]([O-])c1cc2c(cc1/C=N/NS(=O)(=O)c1ccc(Br)cc1)OCO2	2	-3	0	7	100
34	C#CCOCCOCCOCCNc1nc(N2CCN(C(=O)C([C@@H](C)CC)n3cc(C(N)CC(C)C)nn3)CC2)nc(N2CCN(C(=O)[C@H](CCC(=O)O)n3cc(C(N)CC(C)C)nn3)CC2)n1 (some centres undefined)	1	9	-1	2	104
35	Cc1cc(F)ccc1NCc1ccccc1[N+](=O)[O-]	-4	2	-3	-5	91
36	COc1ccc(NC(=O)c2ccccc2NC(=O)CSc2ccc(Cl)cc2)cc1	0	-2	24	-24	95
37	CS(=O)(=O)N(Cc1ccc(C(=O)NC2CCCC2)cc1)c1ccccc1	8	1	0	0	97
38	CCc1nnc(NC(=O)CN2CCN(Cc3cccc(OC)c3)CC2)s1	-1	-2	-11	1	92
39	Cn1nnc(NC(=S)NC(=O)c2cccc3c(Cl)cccc23)n1	1	-4	8	-6	99
40	N=C1CCCN1c1ccccc1O	2	-2	1	1	95

cpd	CaV13 ICDI inh	Glyco luc inh	Exocytosis inh	iPSC survival up	aDG glyco up
33	-4	2	-7	0.8	0.0
34	.	0	76*	-0.9	0.0
35	-5	-4	2	0.5	-0.3
36	.	2	8	-3.3	0.7
37	-4	0	-9	-0.6	-0.2
38	9	-1	-3	-0.2	-0.1
39	-2	2	8	-0.2	-0.4
40	-3	0	0	0.2	0.0

The final 4 compounds of the section above come first, to join the parts.
cpd	mol	m5-HT2A agonist	Vif inh	PDI inh	Cardio protect	ABCB6 inh MLPCN
37	CS(=O)(=O)N(Cc1ccc(C(=O)NC2CCCC2)cc1)c1ccccc1	8	1	0	0	97
38	CCc1nnc(NC(=O)CN2CCN(Cc3cccc(OC)c3)CC2)s1	-1	-2	-11	1	92
39	Cn1nnc(NC(=S)NC(=O)c2cccc3c(Cl)cccc23)n1	1	-4	8	-6	99
40	N=C1CCCN1c1ccccc1O	2	-2	1	1	95
41	COc1ccc(C(=O)/C=C/Nc2ccc([N+](=O)[O-])cc2C)cc1OC	-1	3	9	-8	94
42	CC(Sc1nnnn1C)C(=O)NC1CCCc2ccccc21 (centres undefined)	0	-9	-2	3	99
43	Cc1cc(C)n2nc(SCC(=O)c3cccs3)nc2n1	-3	-6	3	1	95
44	CCNC(=S)N/N=C/c1cn(Cc2ccc(F)cc2)c2ccccc12	-7	-12	-2	-8	91
45	CCN(CC)c1ccc(-n2cc3c(=O)n(C)c(=O)n(C)c3c2)cc1	-2	.	-6	-2	93
46	O=C(CSc1nnc(NC2CCCCC2)s1)N1CCOCC1	-3	3	2	2	96
47	O=C(c1ccc(S(=O)(=O)N2CCCC2)cc1)N1CCN(Cc2ccc3c(c2)OCO3)CC1	1	-4	2	-6	94
48	CNS(=O)(=O)c1cccc(C(=O)OCC(=O)C23CC4CC(CC(C4)C2)C3)c1	-2	.	-7	-10	112

cpd	CaV13 ICDI inh	Glyco luc inh	Exocytosis inh	iPSC survival up	aDG glyco up
37	-4	0	-9	-0.6	-0.2
38	9	-1	-3	-0.2	-0.1
39	-2	2	8	-0.2	-0.4
40	-3	0	0	0.2	0.0
41	.	2	-3	-2.3	0.4
42	0	1	21	-0.5	0.0
43	-2	0	4	0.1	-0.3
44	-3	-9	-1	-1.3	2.1
45	.	-1	-2	-2.6	-0.1
46	-2	2	-4	0.4	-0.2
47	-6	-1	1	-4.2	0.1
48	.	-2	0	10	0.2

Other structures.
cpd	mol	m5-HT2A agonist	Vif inh	PDI inh	Cardio protect	ABCB6 inh MLPCN
49	COc1cccc(CNS(=O)(=O)c2ccc3c(c2)N(C)CCO3)c1	0	1	-10	3	99
50	CCc1nnc(NS(=O)(=O)c2ccc(N=Cc3c(C)[nH]n(-c4ccc(C)c(C)c4)c3=O)cc2)s1	3	-18	-8	-22	103
51	COC(=O)c1cn(-c2ccccc2)c(=O)c2ccccc12	-2	5	-5	2	99
52	CC(NC(=O)/C(=C/c1ccc(OC(F)F)cc1)c1ccccc1)c1ccccc1 (centres undefined)	-7	.	-6	-19	94
53	CC(=O)Nc1nc(C)c(-c2nc3ccc([N+](=O)[O-])cc3[nH]2)s1	-7	-8	4	25	95
54	Cn1cccc1CC(=O)N/N=C\c1cccs1	-3	5	17	3	114
55	COc1ccc(NC(=O)[C@@H]2CCCN2S(=O)(=O)c2ccc(Cl)cc2)cc1	0	5	-7	-2	100
56	Cc1cc(C(=O)CN2C(=O)c3ccccc3S2(=O)=O)c(C)n1-c1ccccc1	4	-12	-3	-28	91
57	Fc1ccc(NC(=S)N2CCCC2)cc1Cl	8	0	3	-3	101
58	Cc1ccc(N(C)S(=O)(=O)c2cccc(C(=O)NCC(c3ccco3)N3CCCC3)c2)cc1 (centres undefined)	-10	-1	8	8	96

cpd	CaV13 ICDI inh	Glyco luc inh	Exocytosis inh	iPSC survival up	aDG glyco up
49	-1	0	-1	-0.1	0.0
50	-3	3	7	2.8	-0.4
51	-7	1	-6	-0.8	-0.1
52	-4	-5	-2	1.2	-0.2
53	-5	5	8	1.0	-0.1
54	.	2	-2	2.9	-0.2
55	-6	1	14	-0.5	0.2
56	.	-16	0	-1.5	0.1
57	-5	-2	0	2.8	0.0
58	-3	-6	5	0.1	-0.1
